# TSHR antag: blocks TSH signaling through the human TSH receptor; TSHR-expressing cells, TSH-stimulated cAMP HTRF, 2 h; active compounds read low; activity change, negative = inhibition, % at 11.5 µM; hit rate 0.2% among 330,000; AID 504810;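 active means activity change below a set negative limit, meaning inhibition stronger than a set level, cut at about -70% in these data; inconclusive means activity change between two set negative limits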; further: on the % scale 0 is the no-effect control and ±100 the full control effect
#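 Competitive HTRF cAMP read-out (cryptate anti-cAMP antibody, cAMP-d2; 30 min, room temperature) in freshly harvested TSHR cells. Compounds added before TSH at EC80 (4nM final), followed by 2 hours' incubation at 37 deg C.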
# Tb PFK inh: blocks T. brucei phosphofructokinase | O15648 | hit rate 0.17% among 330,000 | Potency, µM (top dose mostly 57.5 µM), inactives show at the top dose activity, negative = inhibition, hits mostly inhibitors | T. brucei PFK, ADP-Glo luminescence | AID 485367;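 further: potency means the concentration at half of the fitted maximal effect; 0% = uninhibited 1x PFK enzyme wells and -100% = no-enzyme wells; nearly all actives have a fitted effect of over 60% in size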
#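 1.25 nM PFK with 0.5 mM F6P and 0.1 mM ATP in 0.1 M TEA pH 8.0, 5 mM MgCl2, incubated 45 min at room temperature; ADP measured by ADP-Glo luminescence; compounds titrated up to 57 uM.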
# KCNH2 WT inh: inhibitors of human wildtype KCNH2 potassium channel; Q12809; U2OS, BacMam KCNH2, thallium flux FluxOr; active compounds read low; activity change, % at 1.84 µM; hit rate 0.37% among 340,000; AID 720551;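 active means maximum activity change below -70%; inconclusive means maximum activity change between -70% and -50%; inactive means maximum activity change above -50%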; further: on the % scale 0 is the no-effect control and ±100 the full control effect
#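 U2OS cells were transduced with wild-type KCNH2 virus (2.03 x 10^8 / mL) for 4 h at room temperature, then cultured overnight at 37 C. Thallium flux was read with FluxOr dye. Rate constants were normalized to DMSO controls.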
# Coupling enz: counter-screen for Giardia aldolase inhibitors: coupling enzyme system | hit rate 0.67% among 290,000 | activity change, negative = inhibition, % at 58.2 µM, hits read low | coupling enzyme system counterscreen, AmpLite Red fluorescence; in the data active means activity change below about -30%; further: on the % scale 0 is the no-effect control and ±100 the full control effect
#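 Activity here indicates interference with the coupling reaction, not aldolase inhibition. Compounds at 57.5 uM final met coupling enzymes for 10 min at RT; substrate and AmpLite Red detection followed, with a 525/598 nm fluorescence read after 20 min.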
# AT treatment: potential ataxia-telangiectasia treatment. […] A-T fibroblasts, KAP-1 phosphorylation AlphaLISA; neocarzinostatin DNA damage 30 min before lysis. Potency, µM (top dose mostly 57.5 µM), inactives show at the top dose activation, hits mostly activators. hit rate 0.19% among 320,000. AID 485349; further: potency means the concentration at half of the fitted maximal effect; % of control where 0% means no effect; nearly all actives have a fitted effect of over 45% in size
#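 ATM-like activity read as KAP-1 phosphorylation via AlphaLISA donor/acceptor antibody pairs after lysis and 6 hr at 25C. Cells were ATM-null patient fibroblasts ([…], hTERT), dosed 60 min, then exposed to the DSB inducer NCS for 30 min.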
# GALK inhibitor: blocks human galactokinase activity; Purified GALK, Kinase-Glo residual ATP luminescence; P51570; AID 1868; hit rate 0.007% among 270,000; Potency, µM (doses to about 57.5 µM), inactives show at the top dose activity change, negative = inhibition, actives largely listed as inhibitors; further: potency means the concentration at half of the fitted maximal effect; on the % scale 0 is the no-effect control and ±100 the full control effect
#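 Luminescence from leftover ATP (Ultra-Glo luciferase/luciferin) served as read-out after a 1 h room-temperature reaction of 5 nM GALK with 35 uM ATP and 100 uM galactose.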
# CXXC DNA block: inhibitors of human MLL CXXC domain-DNA interaction; Q03164; MLL-CXXC / FITC-HOXA9 DNA fluorescence polarization; Potency, µM (top dose mostly 115 µM), for the others: top-dose activity change, negative = inhibition, hits mostly inhibitors; hit rate 0.037% among 290,000; AID 2662; active means well fitted inhibition curve with a large enough effect in the polarisation, with a control signal flat, not every such curve was filed as active; inconclusive means small, poorly fitted or top-dose-only effect, or effect the other way, or a change in a side signal; inactive means no such curve, though single readings can be large or run the other way; the % refers to the polarisation; further: potency means the concentration at half of the fitted maximal effect
#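 Purified MLL-CXXC (added from a 7 uM solution) was preincubated 5 min at ambient with pinned compounds in 50 mM Tris-HCl pH 7.5, 50 mM NaCl, 1 mM DTT, 0.05% BSA. Fluorescein-labeled HOX-A9 DNA (50 nM solution) followed, 30 min, then polarization read.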
# TCR activator: activates T cell receptor signaling; primary human leukocytes, anti-CD3, IL-2 HTRF, 48 h; Potency, µM (highest dose often 9.22 µM), inactives show at the top dose activation of IL-2 secretion, most hits filed as activators; 330,000 tested, under 10 active; further: % of control where 0% means no effect
#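 Using a-CD3 beads without co-stimulation, primary human leukocytes were exposed to compounds for 48 hr. An HTRF IL-2 kit measured the cytokine, with europium-to-d2 energy transfer producing emission at 665nm upon 320nm excitation.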
# Giardia kill: Giardia lamblia killing; Giardia lamblia trophozoite viability; activity change, % at 7.66 µM, hits read low; hit rate 0.15% among 340,000; AID 540267; in the data active means activity change below about -80%; inconclusive means between about -30% and that limit;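 further: parasites exposed to compound for two days anaerobically before the ATP read; on the % scale 0 is the no-effect control and ±100 the full control effect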
#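 Media and compound were dispensed first, then trophozoites at 100 cells/well; plates sat 48 hrs at 37 deg C without oxygen before ATP luminescence reagent was added and read after 15-30 min at room temperature.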
# Chronic BCR inh: inhibitors of chronic active B-cell receptor signaling; hit rate 0.05% among 340,000; ABC-DLBCL IkBa-CBG/CBR reporter, luminescence ratio, 4 h; AID 493014; Potency, µM (series often up to 46.1 µM), for inactives: at the top dose ratio change, negative = lower green/red ratio, usual class: inhibitors; active means well fitted inhibition curve with a large enough effect in the signal ratio, with a control signal flat, not every such curve was filed as active; inconclusive means small, poorly fitted or top-dose-only effect, or effect the other way, or a change in a side signal; the % refers to the signal ratio;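 further: potency means the concentration at half of the fitted maximal effect; plate controls were basal doxycycline-induced cells for no effect and cells given 10 µM MG132 for full effect; MG132 reads +100%, hits lower the ratio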
#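 Concentration-response series (up to 46 uM) were applied to TMD8 dual-reporter cells for 4 h at 37C with doxycycline. Green/red ratio, after filter-overlap correction, defined %Activity; red signal alone was normalised to basal cells and zero luminescence.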
# Starred values were filed as active, the others as inactive; i = inactive; ? = inconclusive; . = no result given; & = joins results of further samples; [ ] = dose if it differs, or a comment. Unless noted, the call rests on the fitted dose curve; in most records, active means well fitted curve in the direction sought with a large enough effect; inconclusive means small, poorly fitted or top-dose-only effect, or another doubt; inactive means no such curve, though single readings can be large; an effect the other way counts as inactive or inconclusive.
SMILES,TSHR antag,Tb PFK inh,KCNH2 WT inh,Coupling enz,AT treatment,GALK inhibitor,CXXC DNA block,TCR activator,Giardia kill,Chronic BCR inh
O=C(c1ccc(S(=O)(=O)N2CCOCC2)cc1)N1CCN(c2ccc(F)cc2)CC1,-10.0,-0.3%,5.5,-1.2,3.4%,1.5%,-0.3%,-5.9%,-7.3,-0.4%
CC1Sc2ccc(C(=O)Nc3cc(S(C)(=O)=O)ccc3Cl)cc2NC1=O (configuration not stated),6.2,0.3%,-3.6,.,10.4%,.,.,-27.2%,-3.8,-0.5%
COc1ccc(S(=O)(=O)N(C)CC(=O)NC2CCCC2)cc1OC,-6.6,0.3%,4.4,.,5.0%,-2.6%,11.8%,-1.3%,-9.3,-1.2%
O=S(=O)(/N=C(/Nc1cccc2ccccc12)c1ccccc1)c1ccccc1,-24.1,3.8%,3.0,-2.8,1.0%,-2.1%,2.7%,5.7%,27.4,?
O=C(c1cc2c(ccc3ccccc32)o1)N1CCCCC1,-14.8,-0.4%,-0.6,.,10.4%,6.1%,6.9%,8.2%,10.8,?
CCCn1c(SCN2C(=O)c3ccccc3C2=O)nc2cc(Cl)ccc2c1=O,7.7,-0.1%,-11.6,4.3,-5.0%,.,0.6%,-4.3%[46.1 µM],9.3,12.7%
Cn1ccnc1Sc1ccc(/C=N/NC(=O)c2ccccc2O)cc1[N+](=O)[O-],-17.9,-2.5%,-26.2,-3.1,-5.8%,.,-14.9%,-6.8%[46.1 µM],-17.7,?
C[C@@H](C(=O)N1CCN(c2ccccc2)CC1)N1C(=O)C2CC=CCC2C1=O (some centres not stated),-5.0,5.2%,8.9,.,6.6%,.,.,-3.5%,-9.2,?
CC(C)C1=C2CCCCC2NC(=O)N1 (configuration not stated),3.8,-4.9%,-19.8,1.4,-2.4%,-4.5%,-4.4%,0.8%,-10.6,-8.8%
CS(=O)(=O)N(CC(=O)NCCSCc1ccccc1)c1ccccc1Br,-2.3,-0.8%,-0.7,-1.4,8.4%,0.0%,0.7%,-0.7%,-10.5,4.9%
CC(=O)c1c(OCC(=O)O)ccc2c(C)cc(=O)oc12,.,.,2.4,5.9,.,3.0%,-3.3%,-0.9%,4.7,.
Cc1cc(C)cc(NC(=S)NCCc2ccc(S(N)(=O)=O)cc2)c1,4.6,?,5.5,-0.3,3.5%,.,15.2%,0.9%[46.1 µM],-0.5,-0.7%
O=C(Nc1ccc(F)cc1F)N1CCN(c2ncccn2)CC1,-0.7,0.0%,-7.1,0.5,10.3%,-0.9%,12.3%,2.8%,3.5,?
O=C(Cn1nnc(-c2ccc(CN3CCOCC3)cc2)n1)N1CCCc2ccccc21,-5.8,-5.3%,-15.2,-0.6,2.0%,-5.9%,-8.8%,0.7%,-5.5,0.0%
COc1ccc(S(=O)(=O)c2c(N)n(Cc3ccco3)c3nc4ccccc4nc23)cc1,-5.5,-20.5%,-10.5,-3.4,23.7%,1.0%,-1.2%,-5.3%,18.7,?
CC(C)c1ccc(NC(=O)C(=O)c2cn(CC(=O)N3CCCCC3)c3ccccc23)cc1,-13.1,0.0%,-5.5,0.8,1.0%,0.1%,6.1%,2.2%[46.1 µM],-12.8,?
CC(C)CN(CCCNC(=O)CN1C(=O)CSc2ccc(S(=O)(=O)N3CCOCC3)cc21)CC(C)C,18.9,-3.7%,2.6,-1.6,-1.2%,-3.0%,2.7%,-2.6%,6.8,13.6%&-0.8%
Cc1nn(C(=O)c2ccco2)c(C)c1CN1C(=O)c2ccccc2C1=O,-2.5,0.0%,-15.2,6.9,-5.8%,-1.4%,20.2%,-3.0%,-5.7,-8.4%
CCC1SC(C)C/C(=N/NC(N)=O)C1C (configuration not stated),-11.0,1.7%,-0.3,-2.2,-1.4%,-3.6%,-4.9%,-5.6%,3.2,-0.6%
O=C(/C=C/c1ccc(Cl)cc1)Nc1ccc(CN2CCOCC2)cc1,-9.5,-0.3%,i,-0.5,7.9%,-1.3%,9.8%,5.4%[46.1 µM],-6.6,15.9%
COc1ccc(CNC(=O)C[C@H]2C[C@H](C(=O)N3CCCCC3)[C@@]3(CCc4ccccc4)c4[nH]c5ccc(Cl)cc5c4CCN3C2=O)cc1OC,15.1,-0.7%,-13.7,.,-3.4%,.,.,3.4%[46.1 µM],?,1.5%
NC(=O)c1oc2ccccc2c1NC(=O)c1ccc([N+](=O)[O-])o1,-3.2,-0.1%,-6.8,-2.6,1.6%,-3.7%,21.9%,1.9%,-88.1*,?
CN(C(=O)c1ccco1)c1nc(-c2ccccc2)cs1,-7.1,-3.6%,0.2,-2.9,-8.9%,0.2%,40.8%[activator],-3.2%,8.0,-2.4%
CN(CC(=O)Nc1cc(S(=O)(=O)N2CCCC2)ccc1Cl)Cc1ccc2c(c1)OCO2,-26.3,-0.5%,2.4,.,-4.4%,.,.,-7.7%,-7.1,-6.8%
O=C(CNC(=O)c1ccccc1)Nc1cccc(C(F)(F)F)c1,-11.3,7.8%,-3.1,-0.4,-2.9%,-3.6%,-0.2%,-2.3%[46.1 µM],-5.7,6.9%
CC(=O)c1ccc(S(=O)(=O)N2CCCC2)cc1,7.4,-5.3%,-2.7,-0.4,-4.5%,-0.3%,1.8%,-4.3%,-7.4,-6.6%
CC1(C)Cc2c(sc3[nH]c(=S)n(Cc4ccccc4)c(=O)c23)CO1,-11.5,-4.3%,-19.3,7.0,7.3%,0.6%,-12.7%,2.9%,-11.8,13.4%
CCOc1ccc(-c2cn(-c3ccc(OC)cc3)c(SC)n2)cc1,-13.6,-0.8%,-5.1,1.5,3.4%,0.0%,-4.0%,-8.0%[46.1 µM],-6.3,-2.7%
Cn1c(=O)c2c(SCC(=O)NCC3CCCO3)nc(-c3cccs3)nc2n(C)c1=O (configuration not stated),-6.5,-1.7%,.,2.2,1.1%,1.6%,16.4%,.,.,?
CCc1ccccc1NC(=O)CCS(=O)(=O)c1ccc2c(c1)CCCN2C(C)=O,6.5,-23.4%,0.6,.,1.9%,0.4%,-19.8%,0.8%,0.4,-3.6%
Cc1nc(NC(=O)COC(=O)CCS(=O)(=O)c2ccccc2Cl)c(Cl)cc1Cl,6.6,0.3%,37.2,0.3,-7.2%,-1.6%,-6.9%,-0.9%,2.0,1.1%
CCCCCCCCCCOC(=O)Cn1c(COc2cccc(C)c2)[n+](C)c2ccccc21,-9.7,0.4%,-20.2,-2.3,0.0%,-4.3%,113.2%[activator],-1.7%,21.0,-15.8%
CCCN(CCO)Cc1cccc(Cl)c1,7.0,0.9%,-15.4,3.7,-6.4%,-1.4%,1.8%,-5.1%,-0.8,-0.1%
CCn1c(SCC(=O)N(C(C)C)C(C)C)nnc1-c1cc2ccccc2cc1O,1.2,2.5%,3.0,0.0,5.2%,-2.3%,15.1%,4.4%,16.1,6.1%
O=C(NCc1ccc2c(c1)OCO2)c1ccc(CS(=O)Cc2ccc(Cl)cc2)o1 (configuration not stated),3.6,-2.3%,-0.2,2.3,1.6%,3.0%,1.8%,-3.7%,-16.3,5.0%
Cc1cccc(CSc2ccc3nnc(-c4ccccn4)n3n2)c1,10.9,-1.8%,4.7,0.8,15.0%,1.6%,-2.2%,.,-9.9,?
O=C(N/N=C/c1c[nH]c2ccccc12)c1cc(-c2ccc3ccccc3c2)n[nH]1,6.1,0.0%,0.5,1.4,3.3%,-3.5%,-2.5%,7.6%[46.1 µM],24.3,?
Cc1cc(C(=O)CSc2nnnn2C)c(C)n1-c1cccc(F)c1,-17.1,-0.4%,-6.0,-8.2,-2.6%,3.7%,-0.9%,-1.9%,6.0,-2.2%
CCOc1ccc(NC2OCC(O)C(O)C2O)c([N+](=O)[O-])c1 (configuration not stated),-0.5,2.5%,11.1,-0.2,-2.5%,-3.0%,5.5%,0.4%,-4.8,-1.2%
COc1ccc(C(C(=O)NCc2ccc(F)cc2)N(Cc2cccnc2)C(=O)c2snc(C(N)=O)c2N)cc1 (configuration not stated),3.1,4.9%,-8.7,-0.7,11.4%,2.1%,15.3%,8.3%,21.6,-0.9%
COc1ccccc1NC(=S)NCC1CCCO1 (configuration not stated),3.9,0.1%,i,5.2,-2.0%,.,0.8%,1.7%[46.1 µM],16.3,5.8%
Cc1ccc(C(=O)N2CCc3ccccc32)o1,8.8,3.7%,13.3,7.8,0.9%,4.5%,0.3%,0.4%[46.1 µM],31.1[activator],0.9%
N#C/C(=C/c1ccc(OCc2ccc(C(=O)O)cc2)c(Br)c1)c1cccc(F)c1,-23.2,-0.9%,-3.8,5.7,1.8%,0.4%,3.9%,-0.4%,4.5,7.0%
N#Cc1ccc(S(=O)(=O)N2CCN(CC(=O)NCC3(N4CCOCC4)CCCCC3)CC2)cc1,-4.1,-0.1%,-10.9,.,-1.3%,.,.,-4.6%,3.8,1.3%

# Bioassay records from PubChem.
